PI5P4K alpha inh = blocks human PI5P4K alpha kinase activity; P48426; PI5P4Kalpha enzyme, ADP-Glo luminescence, 60 min; hits give low values; max response, %; 330,000 tested, 1.2% active; active = max response of -50% or lower; inconclusive = between -30% and -50%; inactive = -30% or higher; note: value at the top dose of about 77 µM; % is set by controls: 0 for no effect and ±100 for the full control effect
Target sequence (P48426 whole entry, looked up): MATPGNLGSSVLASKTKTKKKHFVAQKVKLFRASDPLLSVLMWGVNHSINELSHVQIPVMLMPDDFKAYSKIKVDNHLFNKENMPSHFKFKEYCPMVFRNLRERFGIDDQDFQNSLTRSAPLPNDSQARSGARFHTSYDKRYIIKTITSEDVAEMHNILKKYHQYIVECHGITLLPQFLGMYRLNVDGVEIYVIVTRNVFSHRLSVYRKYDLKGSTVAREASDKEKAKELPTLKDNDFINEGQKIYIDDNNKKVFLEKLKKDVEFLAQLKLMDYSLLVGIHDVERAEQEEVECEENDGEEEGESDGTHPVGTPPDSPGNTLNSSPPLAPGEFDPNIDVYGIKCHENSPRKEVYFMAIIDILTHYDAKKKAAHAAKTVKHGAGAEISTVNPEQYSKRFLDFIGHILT
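qHTS, 1536-well: enzyme/substrate mix, compound by pin tool, 5 microM ATP final; RT 60 min; ADP-Glo reagents 1 (45 min) then 2 (30 min); luminescence.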
EPAC1 antag = blocks human EPAC1 exchange factor. O95398. EPAC1 GEF assay, Rap1b-BODIPY-GDP exchange fluorescence. Potency, µM (highest dose often 115 µM), inactives show at the highest dose activity change, negative = inhibition, usual class: inhibitors. 360,000 tested, 0.14% active;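 note: potency is the fitted concentration of half-maximal effect; plate controls were vehicle for no effect and positive control for full effect; nearly all actives have a fitted effect of over 50% in size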
IL2 activator = activators of IL-2; IL-2 activation reporter assay, cell-based qHTS; stimulated with anti-CD3/CD4/CD28 beads; in transgenic mouse T cells; activation, % (series mostly up to about 46 µM); 360,000 tested, 0.065% active; AID 652025; in the data active = activation above about 50%; inconclusive = mostly about 30% to 49%; note: 0% is about no effect
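Screening format: compound pinned onto unstimulated transgenic mouse T cells, 60 min incubation, then anti-CD3/anti-CD4/anti-CD28 bead stimulation for 18 hours at 37 degrees C, followed by EGFP and DsRed detection.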
EPAC1 ag = EPAC1 (human) agonism; EPAC1 agonist qHTS, biochemical assay; response scale: 100% = response to 6.5 mM cAMP; 360,000 tested, 0.073% active; Potency, µM (doses to about 154 µM), for the others: top-dose activation, hits mostly activators; O95398; note: potency is the fitted concentration of half-maximal effect; nearly all actives have a fitted effect of over 60% in size
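Compounds were pinned as a concentration titration into mixtures of EPAC1 (100 nM), BODIPY-GDP-loaded Rap1B (250 nM) and GDP (50 uM). After 5 min at room temperature, fluorescence was followed for 30 min; activity was scaled to 6.5 mM cAMP.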
aSyn yeast inh = inhibitors of alpha-synuclein toxicity in yeast; Yeast expressing alpha-synuclein, growth rescue, BacTiter-Glo, 24 h; Potency, µM (doses to about 46.1 µM), for the others: at the top dose growth rescue (activation), usual class: activators; 370,000 tested, 0.14% active; note: potency is the fitted concentration of half-maximal effect; % of control where 0% means no effect; nearly all actives have a fitted effect of over 65% in size
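Readout is rescue of growth in alpha-synuclein-expressing yeast, so inhibitors of toxicity appear as activators. Growth after 24 hr at 30 deg C in galactose medium is quantified by luminescence.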
WRN helicase inh = inhibitors of human WRN helicase; Q14191; WRN helicase unwinding, fluorescent forked duplex, kinetic; Potency, µM (highest dose often 114 µM), for the others: at the highest dose activity change, negative = inhibition, hits mostly inhibitors; 360,000 tested, 0.46% active; AID 651768; note: potency is the fitted concentration of half-maximal effect; % is set by controls: 0 for no effect and ±100 for the full control effect; nearly all actives have a fitted effect of over 55% in size
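WRN at 20 nM final was preincubated with compound for 15 min at room temperature; reaction started with 100 nM forked duplex oligonucleotide carrying fluorophore and quencher plus 2 mM ATP (final). Unwinding followed kinetically by red fluorescence (ex 525/em 598 nm).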
FUS suppressor = suppressors of FUS proteinopathy in yeast. AID 1347120. S. cerevisiae FUS-expressing, growth rescue, OD600, 24 h. Potency, µM (highest dose often 76.6 µM), for the others: at the highest dose growth rescue (activation), hits mostly activators. 390,000 tested, 0.24% active;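 note: potency is the fitted concentration of half-maximal effect; plate controls were DMSO vehicle for no effect and reference control for full effect; nearly all actives have a fitted effect of over 55% in size; some results filed as inactive show a strong effect at the top dose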
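Quantitative HTS measuring growth restoration of FUS-toxic yeast. Galactose-induced cells (OD 0.005) were exposed 24hr at 30C to compounds at several concentrations, then absorbance at 600 nm was recorded.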
PLK1 PBD inh = blocks phosphopeptide binding to human PLK1 polo-box domain; 360,000 tested, 2.8% active; Potency, µM, for the others: max response, negative = inhibition, usual class: inhibitors; AID 720504; Plk1 PBD binding of FITC phosphopeptide, fluorescence polarization; note: potency is the fitted concentration of half-maximal effect; series mostly up to about 57 µM; % is set by controls: 0 for no effect and ±100 for the full control effect; nearly all actives have a fitted effect of over 65% in size
Target sequence (P53350 whole entry, looked up, the tested form may be a part): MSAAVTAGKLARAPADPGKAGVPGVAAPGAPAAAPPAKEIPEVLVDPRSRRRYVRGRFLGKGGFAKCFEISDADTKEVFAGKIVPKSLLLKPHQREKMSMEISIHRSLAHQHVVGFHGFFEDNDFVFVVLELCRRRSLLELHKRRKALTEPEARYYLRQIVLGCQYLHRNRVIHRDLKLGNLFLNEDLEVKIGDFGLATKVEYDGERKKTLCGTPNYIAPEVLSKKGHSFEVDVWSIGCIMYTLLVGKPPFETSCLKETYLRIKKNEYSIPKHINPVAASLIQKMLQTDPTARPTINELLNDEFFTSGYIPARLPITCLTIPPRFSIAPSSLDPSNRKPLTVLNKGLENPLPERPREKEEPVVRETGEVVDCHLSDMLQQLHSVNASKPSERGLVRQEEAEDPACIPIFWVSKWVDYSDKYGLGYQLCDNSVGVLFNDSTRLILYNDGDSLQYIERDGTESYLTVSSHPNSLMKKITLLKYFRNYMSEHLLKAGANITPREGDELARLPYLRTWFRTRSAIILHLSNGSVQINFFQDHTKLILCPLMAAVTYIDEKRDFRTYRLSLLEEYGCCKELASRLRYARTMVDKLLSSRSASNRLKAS
Abeta rescue = A-beta toxicity reversal in yeast. yeast expressing A-beta42, growth rescue, OD600, 48 h; response scale: 0% DMSO, 100% iron-clioquinol control. Potency, µM (doses to about 46.1 µM), inactives show top-dose growth rescue, actives largely listed as activators. 410,000 tested, 0.063% active. AID 1347071; note: potency is the fitted concentration of half-maximal effect; nearly all actives have a fitted effect of over 55% in size
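Growth rescue measured by 600 nm absorbance after 48 h yeast culture at 30 C with compound. Values normalized between DMSO and an equimolar ferric chloride plus clioquinol control.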
* hit, by the source's call; ? = inconclusive; / = not tested or not shown; & = joins results of further samples; [ ] = another dose, or the depositor's remark. Unless noted, calls come from the whole dose curve; as a rule, active = well fitted curve in the direction sought with a large enough effect; inconclusive = small, poorly fitted or top-dose-only effect, or another doubt; inactive = no such curve, though single readings can be large; an effect the other way counts as inactive or inconclusive.

SMILES	PI5P4K alpha inh	EPAC1 antag	IL2 activator	EPAC1 ag	aSyn yeast inh	WRN helicase inh	FUS suppressor	PLK1 PBD inh	Abeta rescue
C[C@@H]1ON(C2CCCCC2)[C@H]2c3nc4ccccc4n3C[C@@H]12	-3.4	3.2%	-2.1	-2.1%	-2.4%	4.5%	-1.2%	-7.0%	-2.9%
CCN(CC)CCNC(=O)CN1C(=O)CSc2ccc(S(=O)(=O)N3CCOCC3)cc21	-1.3	0.8%	0.1	6.8%	0.7%	-1.1%	6.3%&3.9%	-1.3%	-12.0%&9.4%
O=C(CCC(=O)Nc1ccc(Cl)cc1Cl)N/N=C/c1ccc([N+](=O)[O-])o1	-6.6	-10.7%	-0.4	4.3%	4.2%	-11.0%[11.6 µM]	5.3%	-8.1%	9.0%
COC(=O)C(Sc1ccc(Cl)cc1)C1SC(=S)N(Cc2ccccc2)C1=O (stereo unspecified)	?	-10.0%	-3.1	6.7%	-8.9%	?	-1.7%	?	-1.1%
O=C(CSc1ccc(-c2ccccn2)nn1)NC1CCCC1	0.4	-14.6%	-3.2	10.4%	-13.8%	-21.6%	-9.3%	-7.3%	-34.4%
Cc1ccc(OCc2nnc(NC(=O)c3cccnc3)s2)cc1	4.3	15.3%	-0.5	-5.3%	20.1%	4.5%	-14.3%	4.1%	-7.2%
Clc1ccccc1Cn1nnc2c(N3CCOCC3)nc(C3CC3)nc21	0.0	0.7%	-0.5	1.8%	1.4%	-2.3%	/	0.6%	-9.3%
C1=CCC(/C=N/n2cnnc2)CC1 (stereo unspecified)	-20.9	6.2%	1.0	-10.0%	-9.1%	8.5%	-24.8%	-6.0%	-15.6%
COCCn1c(-c2ccc(OC)cc2)c(-c2ccc(OC)cc2)oc1=O	3.9	15.7%	-4.5	-1.5%	1.6%	-9.2%	?	0.8%	-5.0%
O=CNC1(c2ccccc2)CCCCC1	1.6	11.8%	0.6	4.2%	-8.3%	4.3%	/	-4.0%	5.6%
C#Cc1cc(N2CCN(C(=O)c3ccoc3)CC2)n2nc(-c3cccc(Cl)c3)cc2n1	-2.2	-9.9%	-3.7	14.0%	-6.3%	-8.2%	?	-12.0%	-21.0%
Nc1[nH]c(C(=O)c2ccccc2)c(-c2ccccc2Cl)c1C(=O)c1ccccc1	2.4	5.6%	0.0	0.6%	-5.1%	-7.8%	0.0%	-3.8%	-4.3%
O=C(CCCN1C(=O)c2cccc3cccc(c23)C1=O)NCc1ccco1	4.3	-0.9%	-1.2	-1.9%	-10.4%	0.4%	-29.8%	0.2%	1.4%
c1ccc(Cn2c(NCc3ccccn3)nc3ccccc32)cc1	-0.9	12.2%	-2.2	-6.3%	3.1%	-1.0%	16.9%	-9.4%	11.1%
CCC(CC)NC(=O)Cc1ccccc1OC	-7.9	-2.3%	-2.0	8.0%	-1.7%	-34.1%[57.1 µM]	-29.5%	-3.5%	13.2%
CCOc1ccc(Cl)cc1S(=O)(=O)NCc1ccccn1	3.1	-5.1%	0.3	-5.1%	-0.5%	-3.9%[57.1 µM]	-23.4%	-14.0%	-6.1%
Fc1cccc(F)c1CSc1nc2ccccc2[nH]1	-0.7	2.3%	-1.5	6.5%	-6.8%	-5.5%	16.2%	-5.2%	37.5%
CC(=O)c1ccc(NC(=O)c2noc(C(C)C)c2[N+](=O)[O-])cc1	0.9	-2.5%	0.3	-1.6%	-13.5%	-3.8%	-11.5%	-13.1%	-30.9%
Cc1ccnc2nc(C(=O)OCCOc3ccc(Cl)cc3)nn12	13.0	5.2%	0.2	0.6%	-3.7%	9.6%[57.1 µM]	-1.7%	-7.4%	-8.7%
CCCc1ccc2oc(C(=O)N(C)CCn3ccnc3C)c(C)c2c1	4.1	0.9%	-0.8	-10.3%	6.1%	6.3%	-14.7%	1.8%	-13.6%
CC(C)c1ccc(NC(=S)NN2CCOCC2)cc1	-0.7	-11.7%	1.2	-0.4%	-5.1%	-18.6%	/	-17.5%	1.0%
O=C(N/N=C/c1c(O)n(-c2ccccc2Cl)c(=O)c2ccccc12)c1cccnc1	-19.4	?	-2.7	-12.1%	2.3%	-8.4%[11.6 µM]	?	37.5%[activator]	-25.8%
COc1ccc(Cl)cc1C(=O)NNC(=S)NC1CCCC1	1.1	2.1%	-2.2	9.1%	5.6%	-3.5%	11.1%	-2.8%	?
Cc1ccc(C)c(NS(=O)(=O)c2cc(C(=O)N3CCCC3)ccc2Cl)c1	7.1	-12.7%	-0.3	-1.9%	0.5%	13.6%[57.1 µM]	-12.7%	-26.8%	11.2%
CNC(=S)N(CCc1ccccc1)Cc1cc2cc(OC)c(OC)cc2[nH]c1=O	-4.0	-5.9%	0.0	-4.7%	-0.9%	-4.0%	/	-4.9%	29.7%
SMILES	PI5P4K alpha inh	EPAC1 antag	IL2 activator	EPAC1 ag	aSyn yeast inh	WRN helicase inh	FUS suppressor	PLK1 PBD inh	Abeta rescue
CCN(CC)S(=O)(=O)c1ccc(S(=O)(=O)N2CCN(C(=O)c3ccco3)CC2)cc1	5.9	-4.7%	-1.0	3.3%	2.0%	-5.3%	5.1%	2.5%	1.5%
Cc1cc(NC(=O)C(C)SCC(=O)Nc2nc3c(F)cc(F)cc3s2)no1 (stereo unspecified)	?	-16.2%	-0.5	-2.6%	3.4%	-0.8%	9.9%	-2.1%	-16.8%
Cc1cc(C)n(C(=O)Cn2nc([N+](=O)[O-])cc2C)n1	-5.7	-0.6%	0.1	-8.3%	-2.7%	-2.7%	-3.2%	-3.7%	-8.9%
CCN(Cc1ccccc1)S(=O)(=O)c1ccc(C(=O)N(CCCN(C)C)c2nc3c(F)cccc3s2)cc1	-0.3	-8.7%	-4.6	20.9%	-0.1%	-7.0%	16.2%	-4.1%	3.4%
CCCC1CCC(=NNC(=O)OC(C)(C)C)CC1 (stereo unspecified)	0.5	8.2%	0.0	5.3%	3.5%	0.8%	-7.1%	-0.3%	5.5%
CCOc1ccc(NC(=O)c2ccc(N3CC4CC(C3)c3cccc(=O)n3C4)c(N)c2)cc1 (stereo unspecified)	-0.1	-1.4%	-1.7	7.5%	-8.5%	-7.7%	26.0%	-13.9%	7.9%
C=CC[n+]1c(-c2ccc(Cl)cc2Cl)csc1Nc1ccc(NC(C)=O)cc1	2.5	-6.2%	-0.4	15.3%	-47.5%[inhibitor]	-12.9%	?	-14.7%	-92.3%[inhibitor]
O=C(Nc1sc2c(c1C(=O)NCCO)CCCC2)c1ccco1	1.7	-27.9%	-2.7	5.7%	1.5%	-4.3%	-0.5%	-4.0%	10.3%
COc1cc(CN2CCC(C(=O)N3CCCC(C)C3)CC2)cc(Br)c1O (stereo unspecified)	-3.3	-4.3%	-0.6	2.4%	-3.6%	2.6%	10.2%	-9.1%	-17.9%
CCc1ccccc1N(C(=O)c1cccs1)C1C=CS(=O)(=O)C1 (stereo unspecified)	/	-1.8%	-0.3	6.2%	-0.5%	-6.4%	-6.7%	-8.6%	10.6%
COc1cc2c(cc1OC)C(/C=C/c1ccco1)=NCC2	-1.9	-24.7%	-0.1	8.0%	1.7%	-1.1%	3.5%	-2.3%	4.4%
CCOC(=O)C1CCCCN1Cc1ccc(F)c(Br)c1 (stereo unspecified)	2.6	2.0%	-1.9	1.5%	-6.9%	-4.8%	6.0%	-8.3%	-3.2%
Cc1ccc(Nc2cc(-c3ccccc3)nc3ncnn23)cc1	-12.1	1.9%	-0.2	1.3%	-12.5%	-28.7%	9.6%	0.2%	9.8%
CNc1nc(-c2ccccc2)cc(-c2ccccc2)n1	6.4	-15.9%	0.5	7.1%	-0.7%	-3.4%	-0.8%	-0.8%	-27.0%
CC(=O)c1ccc(N2Cc3ccccc3/C2=N\C(=O)Nc2ccc(Cl)cc2)cc1	18.7	5.0%	0.0	-9.9%	-2.9%	-4.2%	/	-0.7%	?
O/N=C1/CCCCC1c1ccccn1 (stereo unspecified)	-1.8	13.3%	-0.6	8.8%	-0.7%	10.5%	-13.0%	-5.8%	5.0%
O=S(=O)(NCc1nnc2ccccn12)c1ccc(Cl)cc1	9.4	12.5%	-0.9	-1.8%	-0.1%	6.6%	/	3.6%	2.4%
O=C(/C=C/c1ccc(Cl)cc1)N(c1ccccn1)C1CCCCC1	1.6	-4.2%	0.5	-1.8%	0.9%	-3.6%	-2.0%	1.4%	-0.6%
Cc1ccc(NC(=O)C(=O)N2CCCC2)cc1Cl	5.1	4.4%	1.1	8.9%	22.3%	-5.5%	-12.8%	-2.7%	-0.4%
COc1cc2ccccc2cc1C(=O)OCC(=O)N1CCOCC1	-5.1	0.4%	0.8	-2.2%	6.3%	-3.3%	-1.5%	-5.4%	-5.5%
CCOC(=O)C[N+](C)(C)CCOC1CC2CCC1(C)C2(C)C (stereo unspecified)	0.6	-4.3%	0.1	14.0%	-2.1%	2.3%	-6.4%	-15.3%	0.6%
NC(=O)C1(N2CCCCC2)CCN(S(=O)(=O)c2ccc(Cl)s2)CC1	1.5	-3.4%	-1.9	0.2%	0.8%	-2.3%	-2.6%	-9.2%	7.7%
CCN(C(=O)c1cc(Cl)ccc1OC)c1ccccc1	/	-8.0%	-1.3	5.6%	5.4%	-1.0%	8.6%	-3.7%	5.5%
CNC(=O)CC1C(=O)N(c2ccc(F)cc2)C(=S)N1NC(=O)c1ccc(Cl)cc1 (stereo unspecified)	0.7	-19.7%	0.3	-7.5%	-0.1%	4.1%	22.7%	-11.7%	-14.2%
O=C1NC[C@@H](CCCCN2CCN(CCC3CCCCC3)C(=O)C2=O)N(Cc2ccccc2)C1=O	0.5	7.6%	2.1	-7.8%	-8.3%	-9.1%	8.0%	-7.8%	-14.3%
O=C(Nc1nccs1)C(F)(F)C(F)(F)C(F)(F)C(=O)Nc1nccs1	1.6	-13.2%	4.0	3.1%	1.1%	-13.5%	5.9%	-1.5%	4.7%

An excerpt from above, limited to IL2 activator.
compound | IL2 activator
CCCC1CCC(=NNC(=O)OC(C)(C)C)CC1 (stereo unspecified) | 0.0
CNC(=O)CC1C(=O)N(c2ccc(F)cc2)C(=S)N1NC(=O)c1ccc(Cl)cc1 (stereo unspecified) | 0.3
